Source: PubChem (National Center for Advancing Translational Sciences (NCATS))
HT1080NT lethal = qHTS for induction of synthetic lethality in tumor cells producing 2HG: qHTS for the HT-1080-NT fibrosarcoma cell line | HT-1080-NT fibrosarcoma viability, CellTiter-Glo ATP luminescence, 48 h | Potency, µM (doses to about 46.1 µM), inactives show top-dose activity, negative = less viability, usual class: cytotoxic | hit rate 1.6% among 360,000;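 note: NT is the 2HG producing partner of a matched IDH1 knockdown line; potency is the fitted concentration of half-maximal effect; 0% = DMSO-treated cells and -100% = media-only wells without cells; nearly all actives have a fitted effect of over 55% in size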
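Viability of the 2HG-overproducing fibrosarcoma line after 48 hours of compound exposure at 37 degrees C was determined by luminescence with CellTiter-Glo, and concentration-effect curves were then fitted and categorized.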
IL1B secr inh = qHTS for Inhibitors of Inflammasome Signaling: IL-1-beta AlphaLISA Primary Screen; THP-1 LPS/ATP IL-1B secretion, AlphaLISA, 16 h; active compounds read low; activity change, % at 57.5 µM; hit rate 4.7% among 360,000; in the data active = activity change below about -50%; inconclusive = mostly about -30% to -49%; note: % is set by controls: 0 for no effect and ±100 for the full control effect
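THP-1 cells pretreated 1 hr with compounds (up to 57.5 uM final), then stimulated with LPS (250 ng/mL final) plus ATP (1.25 mM final); secreted IL-1B measured by AlphaLISA after 16 hr, decreased signal indicating inhibition.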
KB-3-1 tox = qHTS assay for MDR1-selective chemotherapeutics: Primary screen using the parental adenocarcinoma cell KB-3-1; AID 1347075, 2019; Potency, µM (top dose mostly 46.1 µM), for inactives: at the highest dose activity change, negative = cytotoxic, most hits filed as cytotoxic; KB-3-1 viability, CellTiter-Glo ATP luminescence, 72 h; hit rate 1.4% among 400,000; note: potency is the fitted concentration of half-maximal effect; % is set by controls: 0 for no effect and ±100 for the full control effect; nearly all actives have a fitted effect of over 60% in size
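Luminescent ATP read-out (CellTiter-Glo) measures survival of drug-naive KB-3-1 cells after 72 h compound exposure at 37 °C. Titration series was screened from lowest to highest concentration, with DMSO vehicle plates as background controls.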
SW480 rereplic = A quantitative high throughput screen for small molecules that induce DNA re-replication in SW480 colon adenocarcinoma cells. SW480 DNA re-replication, Hoechst DNA content imaging, 48 h. Potency, µM (series often up to 46.1 µM), without a hit: at the highest dose re-replication activation, most hits filed as activators. hit rate 1.8% among 340,000. AID 624297, 2012; note: potency is the fitted concentration of half-maximal effect; % of control where 0% means no effect; nearly all actives have a fitted effect of over 55% in size
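First, 250 cells per well were seeded. Next, compound or vehicle (23 nL) was pinned in, plates sat 48 hr at 37 C. Finally Hoechst was added for 40 min before fluorescence scanning.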
KB-V1 cytotox = qHTS assay for MDR1-selective chemotherapeutics: Primary screen using the drug-selected MDR subline cells KB-V1 | KB-V1 MDR cells viability, CellTiter-Glo, 72 h | Potency, µM (titrated, usually from 46.1 µM), for inactives: at the highest dose activity change, negative = cytotoxicity, actives largely listed as cytotoxic | hit rate 3.4% among 400,000 | AID 1347076, 2019; note: potency is the fitted concentration of half-maximal effect; % is set by controls: 0 for no effect and ±100 for the full control effect; nearly all actives have a fitted effect of over 60% in size
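Compound-treated KB-V1 multidrug-resistant cells, 72 h, 37 degrees C; viability by CellTiter-Glo. Fitted qHTS curves give the values.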
ATXN2 expr inh = Primary qHTS for Inhibitors of ATXN expression; hit rate 0.72% among 360,000; HEK-293 ATXN2-luciferase reporter, luminescence, 24 h; Potency, µM (series often up to 57 µM), for inactives: at the highest dose activity change, negative = inhibition, hits mostly inhibitors; note: potency is the fitted concentration of half-maximal effect; % is set by controls: 0 for no effect and ±100 for the full control effect; nearly all actives have a fitted effect of over 55% in size
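qHTS (up to 57 uM final) was run with 24 h compound exposure of reporter cells at 37 °C. Each well was multiplexed: SteadyGlo luminescence measured ATXN2-luciferase expression after a fluorogenic Gly-Phe-AFC viability readout (25 uM final).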
ATXN viability = Viability Counterscreen for Primary qHTS for Inhibitors of ATXN expression; S2 cells (HEK-293 line with an ATXN2-luciferase reporter) viability, CellTiter-Fluor protease fluorescence, 24 h; Potency, µM (series often up to 56.7 µM), usual class: cytotoxic; AID 651635, 2014; hit rate 0.49% among 400,000; note: potency is the fitted concentration of half-maximal effect; nearly all actives have a fitted effect of over 40% in size
HT1080 IDH1KD tx = qHTS for induction of synthetic lethality in tumor cells producing 2HG: qHTS for the HT-1080-IDH1KD cell line | HT-1080 IDH1 knockdown viability, ATP luminescence, 48 h | Potency, µM (series often up to 46.1 µM), inactives show at the top dose activity, negative = toxicity, hits mostly cytotoxic | hit rate 2% among 360,000;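 note: potency is the fitted concentration of half-maximal effect; 0% = DMSO wells and -100% = cell-free medium wells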
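Knockdown cells (IDH1KD HT-1080) received compounds 2 h after plating at 750 cells/well and were kept 48 h at 37 °C in 5% FBS RPMI. A CellTiter-Glo luminescence read gave % activity for curve fitting.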
MCF10A rereplic = A quantitative high throughput screen for small molecules that induce DNA re-replication in MCF 10a normal breast cells. AID 624296, 2012. Potency, µM (highest dose often 46.1 µM), inactives show at the top dose activity, positive = re-replication, most hits filed as activators. hit rate 2.9% among 350,000. MCF 10A DNA re-replication, Hoechst nuclear intensity, 48 h; note: potency is the fitted concentration of half-maximal effect; % of control where 0% means no effect; nearly all actives have a fitted effect of over 50% in size
* = called active by the depositor; i = inactive; ? = inconclusive; / = not tested or not shown; & = joins results of further samples; [ ] = dose if it differs, or a comment. Unless noted, calls come from the whole dose curve; as a rule, active = well fitted curve in the direction sought with a large enough effect; inconclusive = small, poorly fitted or top-dose-only effect, or another doubt; inactive = no such curve, though single readings can be large; an effect the other way counts as inactive or inconclusive.

SMILES,HT1080NT lethal,IL1B secr inh,KB-3-1 tox,SW480 rereplic,KB-V1 cytotox,ATXN2 expr inh,ATXN viability,HT1080 IDH1KD tx,MCF10A rereplic
C[N+](C)(C)CCCCCC[N+](C)(C)C,?,18.7,0.0%,-1.1%&-13.2%,10.3%,-4.9%&2.2%,i,7.0%,-0.5%&-1.7%
Nc1nonc1C(=O)NCCNCc1c(OCc2ccccc2F)ccc2ccccc12,?,-81.2*,?,?,0.0%,?,?,10µM*,?
O=S(=O)(NC1c2cccc3cccc(c23)C1Sc1ncccn1)c1ccccc1 (configuration not stated),-23.0%,-2.8,-1.9%,-20.4%,-5.1%,-4.2%,i,-26.1%,?
CC(Oc1ccc(Cl)cc1)C(=O)/C=C/N(C)C (configuration not stated),-0.2%,5.9,8.1%,2.6%,14.7%,-4.4%,i,-0.5%,?
COc1ccccc1OCC(=O)NC1CCCCCCC1,-0.3%,-6.5,?,2.7%,20.6µM*,1.2%,i,-4.9%,27.5%
CCc1ccc(NC(=O)CS(=O)CC(=O)NCC2OCCc3ccccc32)cc1 (configuration not stated),6.2%,0.7,-2.3%,-10.9%,-0.5%,4.2%,i,5.9%,1.3%
CC1(C(=O)NCc2ccc(C(F)(F)F)cc2)CCN1Cc1c(F)cccc1F (configuration not stated),-5.1%,3.9,-1.7%,/,17.0%,-18.7%,i,-0.4%,/
COc1ccc(NC(=O)NC2(C(=O)N3CCCCCC3)CCCCC2)cc1,-5.6%,13.1,-32.7%,17.0%,?,-13.5%,i,-2.2%,23.4%
COc1cccc(C(=O)NCCc2csc(-c3cccc(F)c3)n2)c1OC,/,/,13.1%,/,-1.2%,?,i,/,/
O=C(CN1C(=O)NC2(CCOc3ccccc32)C1=O)NCc1ccc(F)cc1 (configuration not stated),-5.7%,-15.8,3.8%,-22.3%,0.0%,4.3%,i,-0.5%,0.7%
C[C@@H]1CN([C@H](C)CO)C(=O)CCCn2nncc2CO[C@H]1CN(C)S(=O)(=O)c1ccccc1F,-2.5%,-19.3,-22.8%,/,8.3%,-3.1%,i,1.0%,/
CO/N=C/c1ccc(Oc2ccc(C)cc2)nc1,-1.8%,-0.8,-2.6%,-3.8%,24.5%,31.1%,i,0.7%,-3.1%
CC(=O)c1cccc(Nc2cc(C)nc3c(C)cccc23)c1,-8.3%,-74.6*,-26.1%,?,-7.0%,-23.9%,?,-29.3%,?
COc1ccc(-c2cn[nH]c2-c2ccc(O)cc2O)cc1OC,-10.6%,11.8,-15.2%,3.0%,2.5%,3.9%,i,-1.2%,1.1%
OCc1ccccc1-c1nc(NCC2CC2)nc2ccsc12,5.0%,4.4,-0.5%,/,-8.6%,-1.3%,i,0.8%,/
COc1cccc(CC(=O)NCC2(N3CCCCC3)CCCCC2)c1,3.5%,2.8,0.0%,-58.5%[inhibitor],-11.8%,/,i,-1.2%,14.5%
CCOC(=O)c1c(C=O)c(C)n(Cc2ccccc2)c1C,-1.1%,-7.3,2.2%,-4.9%,-14.8%,2.3%,i,-5.4%,4.3%
Cc1ccc(S(=O)(=O)CNC(=S)c2ccc3ccccc3c2)cc1,2.9%,?,14.1%,-0.6%,6.5%,-7.3%,i,13.6%,18.2%
CC(C)Cc1nnc(NC(=O)C2CSC3(C)CCC(=O)N23)s1 (configuration not stated),2.9%,12.5,-4.0%,-566.1%[inhibitor],-0.8%,27.5%,i,1.6%,-0.3%
Cc1nc2ccc(S(=O)(=O)NCC(=O)NCc3ccc4c(c3)OCO4)cc2s1,-0.3%,-17.0,10.3%,6.7%,2.1%,-9.9%,i,1.2%,12.4%
C/C(Cl)=C/Cn1c(SCCN2CCOCC2)nc2c1c(=O)[nH]c(=O)n2C,4.8%,1.0,25.9%,-9.1%,-0.4%,-8.8%,i,6.0%,3.0%
COc1ccc(C2Oc3ccccc3N2C(C)=O)cc1 (configuration not stated),3.6%,-16.9,6.1%,-1.0%,-1.0%,20.5%,i,4.4%,7.5%
COc1ccc(NC(=S)N2CCN(S(=O)(=O)c3ccccc3)CC2)cc1OC,-12.2%,i,?,?,-23.1%,-1.7%,i,-2.5%,5.5%
CN(C)c1ccc(CNC(=O)c2ccc(NC(=O)N3CCCCc4ccccc43)cc2)cc1,/,/,0.0%,/,1.6%,6.1%,i,/,/
Cc1cc(C(=O)OCC(=O)Nc2cccnc2Cl)c2ccccc2n1,2.3%,38.1,15.3%,-8.1%,0.0%,10.8%,i,4.8%,0.7%

Of the compounds above, these have an aryl thioether with sulfur outside any ring:
SMILES,HT1080NT lethal,IL1B secr inh,KB-3-1 tox,SW480 rereplic,KB-V1 cytotox,ATXN2 expr inh,ATXN viability,HT1080 IDH1KD tx,MCF10A rereplic
O=S(=O)(NC1c2cccc3cccc(c23)C1Sc1ncccn1)c1ccccc1 (configuration not stated),-23.0%,-2.8,-1.9%,-20.4%,-5.1%,-4.2%,i,-26.1%,?
C/C(Cl)=C/Cn1c(SCCN2CCOCC2)nc2c1c(=O)[nH]c(=O)n2C,4.8%,1.0,25.9%,-9.1%,-0.4%,-8.8%,i,6.0%,3.0%

Next structures:
SMILES,HT1080NT lethal,IL1B secr inh,KB-3-1 tox,SW480 rereplic,KB-V1 cytotox,ATXN2 expr inh,ATXN viability,HT1080 IDH1KD tx,MCF10A rereplic
O=c1[nH]c(N/N=C\c2ccc3c(c2)OCO3)nc2ccccc12,1.8%,-24.3,?,4.4%,-13.5%,12.1%,i,-11.3%,19.5%
Cc1cccc(Cn2cccc2CNS(=O)(=O)c2ccccc2F)c1,/,/,1.6%,/,-0.1%,8.9%,i,/,/
Cc1c(N)cc2c(c1N)C(C)(C)CC2(C)C,12.1%,50.1,11.5%,-1.9%,4.4%,10.9%,i,21.1%,-1.4%
O=C(NCc1ccco1)C(c1ccccc1F)N(Cc1cccnc1)C(=O)Cn1nnc2ccccc21 (configuration not stated),-0.3%,-14.8,-0.8%,-0.3%,12.7%,5.7%,i,-3.0%,11.9%
CCOc1ccccc1Nc1nnc(SCC(=O)NCC2CCCO2)s1 (configuration not stated),-1.1%,-19.2,8.7%,1.2%,-9.8%,1.7%,i,6.1%,4.6%
Cc1onc(C(=O)NCCc2ccccc2)c1[N+](=O)[O-],?,11.9,1.4%,?,?,35.3%,i,?,2.0%
O=C(CCN1C(=O)S/C(=C\c2ccccc2)C1=O)NC1CCS(=O)(=O)C1 (configuration not stated),-2.1%,-21.4,-23.2%,12.2%,22.1%,9.0%,i,13.8%,-0.7%
Cc1nc2scc(-c3ccc(Cl)cc3)c2c(=O)o1,-0.5%,-2.8,-2.2%,-0.4%,-16.4%,-5.2%,i,2.9%,-0.8%
COc1ccc(CC(=O)OCC(=O)NC(=O)NC2CCCC2)cc1,8.0%,0.0,-2.5%,-7.5%,13.4%,0.8%,i,8.6%,1.0%
Cc1cccc(N2CCN(CC3CCCCC3)CC2)c1C,-5.6%,23.2,-3.5%,-43.8%[inhibitor],-1.9%,?,?,-12.3%,-1.1%
COC(=O)C1=C2SC(C)C(=O)N2C(N)=C(C#N)C1c1ccc(OC)c(OC)c1 (configuration not stated),10.8%,6.2,22.0%,1.5%,?,0.6%,i,4.7%,0.5%
CCOC(=O)C1CCN(C(=O)Nc2ccc(OCc3ccccc3)cc2)CC1,-13.6%,/,-0.5%,-3.3%,-12.9%,1.6%,i,-7.9%,?
COc1cc(-c2cc(-c3nnco3)c3ccccc3n2)cc(OC)c1OC,-15.9%,?,0.4%,-7.6%,?,-25.2%,i,-16.6%,5.9%
O=C(Nc1nncs1)C1CCCC1,-2.4%,0.0,1.1%,-0.9%,8.1%,-8.0%,i,-1.5%,-3.9%
O=S(=O)(NCc1ccccc1Cl)c1cnc[nH]1,-1.8%,14.2,-1.3%,-4.0%,14.0%,5.6%,i,-2.0%,-5.2%
CCOc1ccc(/C=N/Nc2nc(N3CCCC3)nc(N3CCCC3)n2)cc1OC,?,1.4,3.3%,-3.6%,-18.4%,-8.2%,i,?,1.9%
CCOC(=O)Nc1cccc(NC(=O)c2ccccc2F)c1,19.5%,7.7,0.2%,0.2%,-10.6%,/,i,20.5%,0.7%
CCCS(=O)(=O)NC(=O)C1(C)CCN(C(=O)c2ccco2)C1 (configuration not stated),?,20.7,0.0%,/,5.4%,3.1%,i,5.0%,/
O=C(Nc1cccc(S(=O)(=O)Nc2ccc(Cl)cc2)c1)c1ccc(Cl)nc1,?,-7.7,?,-5.1%,-1.5%,?,?,?,4.8%
CCOc1ccccc1-n1c(SCC(N)=O)nnc1-c1ccccc1,-6.9%,-3.4,3.0%,-3.8%,5.1%,2.2%,i,-16.6%,0.8%
Cc1ccc(S(=O)(=O)N2CCCc3cc(NC(=O)c4ccccc4Cl)ccc32)cc1,/,/,-7.0%,/,-0.5%,6.5%,i,/,/
O=C(Nc1ccc(C(=O)N2CCOCC2)cc1)c1cccs1,-2.9%,-5.8,-10.1%,0.9%,-14.7%,31.6%[activator],i,-11.2%,-4.9%
